# Compound activity as filed in PubChem BioAssay.
# PP1 inh – PP1-alpha (human) inhibition in PP5 counter-screen; 320,000 tested, 0.9% active; inhibition, % at 6.7 µM; purified PP1alpha, OMFP fluorescence; AID 2235; P62136;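 active means inhibition above the mean inhibition of all tested compounds plus 3 SD, computed separately for each screening campaign, cut at about 15% in these data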
# Target sequence (P62136 whole entry, looked up): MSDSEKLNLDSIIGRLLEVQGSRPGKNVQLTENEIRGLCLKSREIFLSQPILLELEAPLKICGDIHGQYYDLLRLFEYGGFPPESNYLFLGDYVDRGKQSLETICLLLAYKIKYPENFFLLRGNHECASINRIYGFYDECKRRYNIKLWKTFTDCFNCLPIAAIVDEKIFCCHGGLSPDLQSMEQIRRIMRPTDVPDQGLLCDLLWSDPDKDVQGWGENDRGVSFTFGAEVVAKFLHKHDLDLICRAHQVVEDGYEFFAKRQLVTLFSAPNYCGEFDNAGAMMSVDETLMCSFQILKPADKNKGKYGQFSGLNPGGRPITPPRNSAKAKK
# Fh CTSL1 inh – counter-screen for PFM18AAP inhibitors: inhibitors of F. hepatica cathepsin L1 | inhibition, % at 5.96 µM | AID 1906 | 300,000 tested, 0.49% active | recombinant F. hepatica cathepsin L1, Z-Leu-Arg-MCA fluorescence;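 active means inhibition above the mean of all tested compounds plus 3 SD, set per screening campaign, cut at about 17% in these data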;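 further: 0% = plate median of test compound wells and 100% = 1 µM Z-Phe-Ala-diazomethylketone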
# CR mimetic SO – caloric restriction mimetics inhibiting age-related superoxide in yeast; S. cerevisiae aged cells, superoxide DHE fluorescence; active compounds read low; AID 2690; 330,000 tested, 0.18% active; superoxide response (% of plate mean), % at 10 µM;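 active means superoxide response under a set limit, about three screen SD below normal, cut at about 65% in these data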;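 further: yeast aged for seven days with compound at 30 °C before DHE staining; 100% = average MFI of all compound-treated wells on the plate with controls excluded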
# EBNA-1 inhibitor – blocks EBNA-1 binding to DNA. EBNA-1 DNA binding, fluorescence polarization. inhibition, % at 14.8 µM. 300,000 tested, 0.34% active. AID 1950; in the data active means inhibition above about 28%
# ZTA DNA inh – ZTA (EBV) inhibition in EBNA-1 counter-screen; ZTA-DNA binding, fluorescence polarization; inhibition, % at 11 µM; 320,000 tested, 0.15% active; in the data active means inhibition above about 33%
# Target sequence (P03206 whole entry, looked up): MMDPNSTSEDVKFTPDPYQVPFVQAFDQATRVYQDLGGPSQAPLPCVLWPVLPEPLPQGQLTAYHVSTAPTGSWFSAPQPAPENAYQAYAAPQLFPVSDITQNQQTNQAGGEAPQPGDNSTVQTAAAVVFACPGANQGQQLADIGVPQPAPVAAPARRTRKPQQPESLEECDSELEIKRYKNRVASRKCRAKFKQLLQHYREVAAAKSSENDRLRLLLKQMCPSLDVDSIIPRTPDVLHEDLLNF
# GASC-1 inh – blocks human GASC-1 demethylase activity. Q9H3R0. GST-JMJD2C(1-420) H3K9me3 demethylation, DELFIA europium. inhibition, % at 2.35 µM. 330,000 tested, 0.069% active. AID 2099;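 active means more than half of a compound's replicate wells show inhibition beyond 50%, single wells judged on their own value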;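 further: signal counts dimethyl H3K9 product captured on neutravidin plate; 0% = median of DMSO wells and 100% = 0.3 times that DMSO median; strong numbers were not always called active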
# HCV core dimer – blocks dimerization of HCV core protein; 300,000 tested, 0.33% active; TR-FRET GST/Flag-core106 dimerization, 1536-well; inhibition, % at 5 µM;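 active means inhibition above the mean of all tested compounds plus 3 SD, set per screening campaign, cut at about 45% in these data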
#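 Material: GST/Flag-tagged HCV core106 proteins. Incubation: 4 h, 22.5 °C incubation. Read-out basis: inhibition (%) from 671 over 617 nm ratio. Measured by: TR-FRET, excitation 340 nm, emission 617 and 671 nm.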
# PP5 inh – inhibitors of human protein phosphatase 5 (PP5); P53041; purified PP5c, OMFP substrate fluorescence; inhibition, % at 6.7 µM; 320,000 tested, 0.18% active; AID 1987;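 active means inhibition above the campaign's mean inhibition across all tested compounds plus 3 SD, cut at about 9.5% in these data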;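 further: 0% = DMSO only and 100% = 100 µM cantharidin control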
# Target sequence (P53041 whole entry, looked up): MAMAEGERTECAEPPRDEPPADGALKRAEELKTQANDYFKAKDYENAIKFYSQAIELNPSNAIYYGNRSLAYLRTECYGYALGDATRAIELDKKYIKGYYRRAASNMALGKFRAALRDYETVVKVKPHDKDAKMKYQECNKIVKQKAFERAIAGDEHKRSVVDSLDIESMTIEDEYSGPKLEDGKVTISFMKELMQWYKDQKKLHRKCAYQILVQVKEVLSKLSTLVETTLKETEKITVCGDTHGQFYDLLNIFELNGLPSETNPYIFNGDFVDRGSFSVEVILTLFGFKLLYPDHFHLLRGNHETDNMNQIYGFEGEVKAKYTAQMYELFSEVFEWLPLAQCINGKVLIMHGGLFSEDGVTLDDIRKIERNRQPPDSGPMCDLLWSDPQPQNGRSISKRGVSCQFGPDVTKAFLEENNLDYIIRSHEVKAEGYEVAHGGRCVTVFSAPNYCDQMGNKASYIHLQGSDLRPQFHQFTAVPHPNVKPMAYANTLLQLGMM
# TPT1 inh – C. albicans TPT1 enzyme inhibition; recombinant caTPT1, FP RNA substrate dephosphorylation; inhibition, % at 5 µM; 300,000 tested, 0.81% active; AID 1962;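 active means inhibition above the mean of all tested compounds plus 3 SD, set per screening campaign, cut at about 24% in these data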;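 further: plate controls were DMSO alone for no effect and ferristatin control at 100 nM for full effect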
# An asterisk follows results filed as active; . = no result given.
SMILES,PP1 inh,Fh CTSL1 inh,CR mimetic SO,EBNA-1 inhibitor,ZTA DNA inh,GASC-1 inh,HCV core dimer,PP5 inh,TPT1 inh
CC1CCCN(S(=O)(=O)c2ccc(NC(=O)C3CC(=O)N(c4ccccc4)C3)cc2)C1 (centres undefined),7.2,-0.8,114.3,-16.9,-22.9,-1.6,2.2,4.6,1.7
NS(=O)(=O)c1ccc(CCNC(=O)c2ccc(Br)s2)cc1,-4.0,-0.7,89.7,7.3,2.2,28.7,1.4,1.0,-1.0
COc1ccccc1Oc1ccc2c(c1)C(=O)N(c1ccc(O)cc1)C2=O,2.7,-1.9,110.9,1.5,14.0,-0.2,12.8,2.5,2.2
O=C(CSc1nnnn1-c1ccc(O)cc1)Nc1ccc(N2CCOCC2)c(Cl)c1,-2.0,1.9,90.3,10.5,-1.4,-2.2,0.1,2.5,-6.5
CCOC(=O)C1=C(C)NC2=C(C(=O)CC(C)(C)C2)C1c1cccc(C)n1 (centres undefined),-0.5,4.8,90.7,6.3,-9.6,3.6,3.6,-3.8,-1.4
O=C(Nc1nnc(SCC(=O)N2CCCc3ccccc32)s1)c1ccc2ccccc2c1,8.0,2.7,94.3,7.0,12.7,7.1,-2.2,1.0,2.5
CN(C)Cc1c(C(=O)N/N=C/c2cccnc2)nnn1-c1nonc1N,-0.1,-3.0,133.5,-10.8,-2.2,39.0,-8.6,-3.4,-0.5
Cc1onc(-c2ccccc2)c1-c1ccnn1C(=O)NC(C)C,-0.3,-1.1,107.4,0.9,-1.8,8.7,-7.8,3.9,0.1
CCCCc1c(O)nc(SCC(=O)c2ccccc2)[nH]c1=O,-0.8,13.8,83.4,2.3,-4.1,2.1,-4.2,0.3,-0.7
COc1cccc(Nc2ncccc2C(=O)O)c1,2.2,-0.9,100.2,5.0,-2.3,-1.5,-8.6,2.8,-0.4
Cc1cccc(OC2CCN(Cc3nc(CC4CC4)no3)CC2)c1,1.7,1.2,72.8,8.9,7.4,-9.7,2.8,0.3,1.4
CCc1nc(SCC#N)c(C#N)cc1C,-1.4,0.4,77.0,-10.4,-29.1,3.9,-1.9,2.3,-1.1
CC(=O)Nc1ccc(C(=O)CSc2nnnn2C2CCCC2)cc1,0.7,-1.4,93.1,-10.9,12.7,-16.4,-3.9,0.5,-0.1
Cc1ccccc1CC(=O)N1CCN(S(=O)(=O)c2cccs2)CC1,-1.2,-2.0,105.4,7.3,1.5,-11.4,0.0,2.2,1.7
Cc1ccc(/C=C/C(=O)N2CCN(c3ncccn3)CC2)o1,1.8,4.4,111.4,-14.6,-9.6,-4.4,-8.9,3.7,-1.8
CC1Sc2ccc(C(=O)NCc3cccc(C(F)(F)F)c3)cc2NC1=O (centres undefined),0.2,.,99.2,.,-2.4,4.2,.,2.6,.
COc1ccc(COCC(O)CN2CCC(CN3C(=O)c4cccc5cccc(c45)C3=O)CC2)cc1OC (centres undefined),-1.4,2.2,97.2,11.2,0.8,8.1,-2.5,3.6,0.3
Cc1c(CN2CCCCC2)c(O)n(CCCO)c(=O)c1C#N,-3.0,0.6,118.0,-3.2,9.9,-0.3,3.0,0.0,-19.9
C/C(=N/NS(=O)(=O)c1ccc(CC(C)C)cc1)c1ccncc1,-1.1,1.6,101.5,2.4,5.9,4.4,1.3,3.1,3.7
CCCCNC(=O)Nc1c(C(=O)OCC)[nH]c2ccccc12,-3.9,-3.7,95.0,4.5,-24.2,-21.4,-9.1,0.8,-1.8
O=c1cc(-c2ccc(O)cc2)oc2c(C3OCC(O)C(O)C3O)c(O)c(C3OC(CO)C(O)C(O)C3O)c(O)c12 (centres undefined),0.1,0.8,95.7,7.8,2.3,-0.7,-1.4,0.2,0.7
COC(=O)c1cc(C(=O)NCC2CCCCC2)cc([N+](=O)[O-])c1,1.5,6.6,92.4,13.9,1.5,5.7,7.6,2.2,-1.4
O=C(CCS(=O)(=O)c1ccccc1)Nc1nnc(-c2ccco2)o1,1.7,-6.8,102.0,2.9,2.6,20.2,-5.7,1.2,1.6
CCOC(=O)[C@H]1[C@H]2COc3cc(OC)ccc3[C@@H]2N2C(=O)CN(Cc3ccccc3)C(=O)[C@@]12C,-2.5,.,93.4,.,-5.1,1.0,.,-0.2,.
CC1Oc2ccccc2N(CC(=O)NCc2cccs2)C1=O (centres undefined),-3.0,-4.9,108.7,-5.7,4.4,16.8,-1.5,3.5,-1.0

# Continued.
SMILES,PP1 inh,Fh CTSL1 inh,CR mimetic SO,EBNA-1 inhibitor,ZTA DNA inh,GASC-1 inh,HCV core dimer,PP5 inh,TPT1 inh
Cc1cc2c(cc1S(=O)(=O)N(C)c1ccccc1)n(C)c(=O)n2C,4.1,-2.3,103.4,6.3,4.0,-12.1,-6.9,0.6,0.3
COc1ccc(C2(C(=O)NC3CCCCC3)CCOCC2)cc1OC,-1.5,0.3,101.6,3.6,14.7,-3.9,-0.1,-1.0,-7.6
CC(=Nc1ccccc1C)C1=C(O)CSC1=O,-7.6,-3.8,105.0,7.5,-9.4,3.4,0.3,-0.1,2.6
C=CCn1c(SCC(=O)Nc2sccc2C(N)=O)nc2sc(CC)cc2c1=O,3.0,3.4,93.1,-5.0,-9.8,-2.7,16.0,2.9,-0.3
COc1ccc(OCc2nnc(NC(=O)Nc3ccc(F)cc3)s2)cc1,11.8,-1.1,111.4,-1.9,26.3,12.5,-5.2,2.9,0.1
COC(=O)c1sc2cc([N+](=O)[O-])cc(SCC(C)C)c2c1N,2.7,-3.5,93.6,-10.9,-0.3,2.6,-3.5,1.6,42.8*
O=C(OCCN=C1NS(=O)(=O)c2ccccc21)c1cccc([N+](=O)[O-])c1,1.8,0.3,96.1,-2.4,5.1,-21.2,-5.1,3.8,0.0
O=C(COc1cccc2c1CCN(Cc1ccc(Br)cc1)C2=O)NCc1ccco1,3.0,1.5,101.2,9.5,14.8,-1.1,5.2,1.3,0.2
CCn1c(C)nc2cc(S(=O)(=O)N3CCCC3)ccc21,-1.4,-4.8,86.3,-3.7,-7.3,.,-3.9,-1.6,-0.9
Cc1ccccc1C(=O)NNC(=O)CSc1nc(-c2ccccc2)cc(=O)[nH]1,0.5,0.8,98.9,3.9,12.4,-3.4,-5.7,1.6,-3.2
Cc1cccc(NC(=O)c2n[nH]c([N+](=O)[O-])c2Br)c1C,13.0,-2.1,119.3,-10.6,7.4,8.4,1.4,0.2,10.9
CN(NC(=O)/C=C/C(=O)O)c1ncc(C(F)(F)F)cc1Cl,-2.9,-5.0,103.4,-4.0,-14.7,0.9,0.3,-7.0,-1.7
CC(NC(=O)c1ccco1)C(c1cccs1)N1CCOCC1 (centres undefined),-1.3,0.2,100.5,7.7,6.8,14.4,-1.3,1.3,-1.7
COc1ccc(C2CC(c3ccccc3O)=NN2c2ccccc2)cc1 (centres undefined),0.3,11.3,96.9,4.6,-3.0,-2.4,-0.9,-1.0,-2.7
O=C(CN(Cc1ccc(F)cc1)C(=O)c1csnn1)NC1CCCC1,0.8,0.0,102.6,-5.5,-11.9,0.0,-8.3,0.1,1.6
Cc1ccc(Cc2nnc(SCC(=O)Nc3ccc(C)cc3C)[nH]c2=O)cc1,-4.5,2.7,102.1,5.5,3.0,18.7,-2.7,3.1,-1.2
CCc1ccc(-c2cc(C(F)(F)F)n3nc(C(=O)Nc4c(C)nn(Cc5ccccc5C)c4C)cc3n2)s1,-0.8,1.4,103.1,5.3,6.4,2.8,5.3,1.9,-3.8
COCCNC(=O)c1ccccc1NC(=O)COc1ccccc1,-2.7,-1.0,89.8,15.4,17.1,2.4,-3.1,-2.7,-2.1
CN(CC(=O)NC(=O)NC1CCCCC1)Cc1ccccc1,-5.4,.,102.2,.,6.4,.,.,0.8,.
CC(=O)COc1ccc2c(c1C)O/C(=C\c1ccco1)C2=O,1.4,5.6,95.9,5.2,-3.5,-7.4,9.3,-0.5,9.6
CC(Sc1nc2ccc(Br)cc2[nH]1)C(=O)O (centres undefined),-3.1,-3.6,117.4,-3.1,1.7,0.5,4.1,-0.3,-2.3
CCCCSc1nnc(CCNC(=O)OC(C)(C)C)o1,0.3,-3.7,105.3,5.1,-11.7,-1.1,-7.1,-0.5,-1.6
CCN1C(=O)C(=O)N(CC(=O)N(C)CC(=O)Nc2ccccc2Cl)C1=O,-5.3,-0.4,98.5,-3.8,-10.8,2.3,-1.3,0.3,-0.3
COc1ccc(-c2nc3ccccn3c2C=O)cc1,-0.1,0.7,89.1,-0.2,-5.5,6.8,-11.2,0.5,0.8
CCCOCC(O)CC(Cc1ccccc1)C(=O)NN (centres undefined),-6.2,-4.2,98.3,-4.0,-12.5,-1.7,-0.4,1.5,-0.6

# Additional entries.
SMILES,PP1 inh,Fh CTSL1 inh,CR mimetic SO,EBNA-1 inhibitor,ZTA DNA inh,GASC-1 inh,HCV core dimer,PP5 inh,TPT1 inh
COc1ccccc1NC(=O)CSc1nnc(-c2ccccc2)o1,-4.5,-4.3,97.0,2.2,-3.2,8.4,0.8,2.1,1.3
O=C(CN1C(=O)c2ccccc2C1=O)OCc1nc2ccsc2c(=O)[nH]1,-0.8,.,90.9,.,-5.1,-11.1,.,0.0,.
CSCc1c(C(=O)Nc2ccc3c(c2)OCO3)oc2ccccc12,6.8,0.7,88.4,-4.6,8.3,-21.7,28.3,3.1,3.5
CN(Cc1cccs1)CC(O)COCc1ccco1 (centres undefined),2.1,1.7,91.7,13.2,-7.7,0.3,-3.0,-3.2,4.9
CCOC(=O)COc1ccccc1/C=N/Nc1nnc2c3ccccc3n(C)c2n1,5.1,-0.6,113.3,4.4,9.1,2.5,2.3,0.1,-1.6
COc1ccc(N2C(=O)C3C(c4ccc(C(=O)O)cc4)NC(Cc4ccccc4)(C(=O)O)C3C2=O)c([N+](=O)[O-])c1 (centres undefined),-4.3,8.2,95.5,-3.9,15.7,-8.1,2.2,0.7,-0.8
Cc1ccc(C(=O)CCC(=O)Nc2cccc(C(F)(F)F)c2)cc1C,4.0,5.7,92.8,5.7,-7.5,-5.6,3.2,2.9,5.9
Cc1cc(C)n2[nH]c(=O)c(N=Nc3cccc(C(F)(F)F)c3)c2n1,3.6,-0.7,114.8,-5.8,7.5,-15.1,-15.7,1.7,-0.8
O=C(CN1CCN(CC(=O)Nc2ccc(OCc3ccccc3)cc2)CC1)Nc1ccc(F)cc1,0.1,0.5,99.6,0.6,9.8,12.9,-2.2,1.4,1.8
CC(=O)Nc1ccc2sccc2c1,7.7,5.3,111.5,-8.2,-20.6,-0.3,1.8,2.1,-0.4
CCN(CC)CCC(c1cc(OC)c(OC)c(OC)c1)c1c(OC)cc(OC)c2c(C)cc(=O)oc12 (centres undefined),9.9,-2.0,.,1.8,1.2,4.2,-11.3,1.6,0.0
CCC(=O)Nc1cccc(C2=NOC3(C2)C[C@@H](C(N)=O)N(C(=O)CC)C3)c1 (some centres undefined),-1.7,-2.0,84.6,4.7,-10.7,-3.5,-16.3,1.1,-2.5
O=C(COc1ccc(Br)cc1)N(Cc1cccs1)C1CCS(=O)(=O)C1 (centres undefined),-4.5,-1.8,109.3,-15.0,-5.5,4.3,5.7,0.6,3.4
Cc1cccc(NC(=O)CSc2nc3nc(C)cc(C)c3c(=O)[nH]2)c1,-4.1,-0.8,99.7,9.4,16.8,3.2,12.8,0.4,0.8

# Looked up one by one from the entries so far:
SMILES,PP1 inh,Fh CTSL1 inh,CR mimetic SO,EBNA-1 inhibitor,ZTA DNA inh,GASC-1 inh,HCV core dimer,PP5 inh,TPT1 inh
CCOC(=O)COc1ccccc1/C=N/Nc1nnc2c3ccccc3n(C)c2n1,5.1,-0.6,113.3,4.4,9.1,2.5,2.3,0.1,-1.6
O=C(COc1ccc(Br)cc1)N(Cc1cccs1)C1CCS(=O)(=O)C1 (centres undefined),-4.5,-1.8,109.3,-15.0,-5.5,4.3,5.7,0.6,3.4
